LAP4-GFP MLPCN – alters LAP4-GFP fluorescence in TOR pathway yeast screen; GFP response vs DMSO, % at 10 µM; S. cerevisiae LAP4-GFP multiplex, flow cytometry GFP, 3 h; median GFP as percent of DMSO wells; actives 0.34% (n = 320,000);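 active = GFP response vs DMSO above a set limit, about the screen mean plus 3 SD, cut at about 150% in these data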
RPL19A TOR yeast – yeast TOR pathway RPL19A-GFP modulation; percent response vs DMSO, % at 10 µM; actives 0.3% (n = 330,000); AID 2025; S. cerevisiae RPL19A-GFP strain, flow cytometry, 3 h; hits give low values;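 active = percent response vs DMSO below 50%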;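 note: median channel GFP fluorescence of the barcoded RPL19A-GFP strain; ratio of sample median GFP to plate DMSO average so 100% = DMSO; lower means less RPL19A-GFP as with rapamycin TOR inhibition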
CIT2 TOR yeast – yeast TOR pathway CIT2-GFP modulation | GFP response vs DMSO, % at 10 µM | actives 0.065% (n = 320,000) | S. cerevisiae CIT2-GFP strain, flow cytometry, 3 h; 100 means same as DMSO wells;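 active = GFP response relative to DMSO above a set limit, near the screen mean plus 3 SD, cut at about 150% in these data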;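 note: ratio of well median GFP fluorescence to mean of DMSO wells on the plate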
CR mimetic SO – caloric restriction mimetics inhibiting age-related superoxide in yeast. S. cerevisiae aged cells, superoxide DHE fluorescence; hits give low values. superoxide response (% of plate mean), % at 10 µM. actives 0.18% (n = 330,000). AID 2690;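 active = superoxide response under a set limit, about three screen SD below normal, cut at about 65% in these data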;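 note: yeast aged for seven days with compound at 30 °C before DHE staining; 100% = average MFI of all compound-treated wells on the plate with controls excluded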
MEP2-GFP yeast – alters MEP2-GFP fluorescence in TOR pathway yeast screen; S. cerevisiae MEP2-GFP strain, flow cytometry GFP, 3 h; 100% = DMSO control level; GFP response vs DMSO, % at 10 µM; AID 2016; actives 0.51% (n = 330,000);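 active = GFP response versus DMSO above a set limit, roughly screen mean plus 3 SD, cut at about 180% in these data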;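 note: median GFP fluorescence of the barcode-gated MEP2-GFP cells per well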
AGP1-GFP MLPCN – alters AGP1-GFP fluorescence in TOR pathway yeast screen | S. cerevisiae AGP1-GFP multiplex flow cytometry, 3 h; GFP as percent of DMSO wells | GFP response vs DMSO, % at 10 µM | actives 0.02% (n = 320,000);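 active = GFP response relative to DMSO above a set limit, near screen average plus 3 SD, cut at about 150% in these data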;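 note: median GFP channel fluorescence of the gated AGP1 strain per well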
GRK2 inh – human GRK2 inhibition via aptamer displacement; inhibition of aptamer binding, % at 10 µM; actives 0.59% (n = 330,000); bead flow cytometry, FAM-aptamer displacement from GRK2; P25098;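 active = inhibition of aptamer binding above 40%, roughly 3 SD of noise, on plates passing a quality check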;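 note: median bead fluorescence of bound FAM aptamer so fluorescent compounds give negative values; no value below 0 was filed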
VLA-4 inh – inhibition in a human VLA-4 binding assay; inhibition, % (about 7 µM as worked out from the volumes in the protocol); AID 2557; VLA-4 expressing cells, ligand binding flow cytometry; actives 0.2% (n = 330,000); P13612; in the data active = inhibition above about 50%
Target sequence (P13612 whole entry, looked up): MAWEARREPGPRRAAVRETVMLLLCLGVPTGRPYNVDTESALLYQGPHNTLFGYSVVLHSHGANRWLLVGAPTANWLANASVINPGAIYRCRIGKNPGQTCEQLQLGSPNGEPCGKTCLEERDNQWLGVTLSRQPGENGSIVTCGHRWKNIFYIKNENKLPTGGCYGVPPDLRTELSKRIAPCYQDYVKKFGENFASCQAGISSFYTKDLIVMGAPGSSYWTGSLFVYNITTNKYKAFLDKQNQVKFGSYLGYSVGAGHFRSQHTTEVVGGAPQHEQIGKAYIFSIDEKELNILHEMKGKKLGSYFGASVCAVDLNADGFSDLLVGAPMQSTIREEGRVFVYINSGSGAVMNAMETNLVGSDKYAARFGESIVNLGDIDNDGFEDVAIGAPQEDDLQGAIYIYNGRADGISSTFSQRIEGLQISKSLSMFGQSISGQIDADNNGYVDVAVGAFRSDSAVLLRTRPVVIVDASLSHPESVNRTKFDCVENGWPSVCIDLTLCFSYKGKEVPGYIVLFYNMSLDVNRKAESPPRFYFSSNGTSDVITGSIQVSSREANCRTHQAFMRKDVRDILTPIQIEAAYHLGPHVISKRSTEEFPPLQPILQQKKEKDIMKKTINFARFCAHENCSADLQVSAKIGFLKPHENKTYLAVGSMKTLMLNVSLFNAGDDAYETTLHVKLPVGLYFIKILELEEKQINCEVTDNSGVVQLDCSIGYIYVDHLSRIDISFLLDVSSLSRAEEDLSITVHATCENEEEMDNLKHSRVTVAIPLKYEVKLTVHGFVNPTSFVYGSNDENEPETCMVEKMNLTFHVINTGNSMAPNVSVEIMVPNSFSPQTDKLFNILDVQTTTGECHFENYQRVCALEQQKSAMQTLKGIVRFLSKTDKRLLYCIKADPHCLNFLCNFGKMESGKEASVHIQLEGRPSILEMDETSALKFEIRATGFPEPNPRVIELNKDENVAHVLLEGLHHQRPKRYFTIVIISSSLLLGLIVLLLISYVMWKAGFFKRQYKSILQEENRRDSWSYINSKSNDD
* = called active by the depositor; / = no result given.

Short keys – A = LAP4-GFP MLPCN; B = RPL19A TOR yeast; C = CIT2 TOR yeast; D = CR mimetic SO; E = MEP2-GFP yeast; F = AGP1-GFP MLPCN; G = GRK2 inh; H = VLA-4 inh
CC(C)c1ccc(NC(=O)C2CCC(CNC(=O)[C@@H]3Cc4ccccc4CN3)CC2)cc1 (stereo partly specified)
  A = 93	B = 98	C = 98	D = 98	E = 95	F = 98	G = 0	H = 3
COC(=O)c1cc(=O)nc2sc3cc(OC)ccc3n12
  A = 101	B = 100	C = 104	D = 110	E = 97	F = 102	G = 0	H = 22
N#CCCN(C(=O)COC(=O)c1ccc(S(=O)(=O)N2CCOCC2)cc1)c1ccccc1
  A = 95	B = 103	C = 120	D = 87	E = 111	F = 105	G = 1	H = 6
CCCCCC(=O)N/N=C(\C)c1ccccn1
  A = 106	B = 99	C = 95	D = 120	E = 101	F = 97	G = 3	H = 14
COc1ccc(CCNC(=O)Cn2cccc2C(=O)c2ccccc2)cc1OC
  A = 100	B = 105	C = 89	D = 95	E = 98	F = 99	G = 0	H = 3
COc1ccc(OC)c(NC2c3ccccc3C(=O)N2Cc2ccc3c(c2)OCO3)c1 (stereo unspecified)
  A = 102	B = 96	C = 96	D = 110	E = 99	F = 99	G = 0	H = -6
CCCc1ccc(C(=O)CCC(=O)NNC(=O)c2ccncc2)cc1
  A = 90	B = 93	C = 96	D = 111	E = 100	F = 104	G = 1	H = 7
CCN(CCn1cccn1)C(=O)CCc1nnc(-c2ccccc2)o1
  A = 94	B = 109	C = 103	D = 94	E = 106	F = 106	G = 5	H = 5
CC(C)Oc1ccc(C2CNC(=O)C2)cc1 (stereo unspecified)
  A = 97	B = 100	C = 88	D = 96	E = 87	F = 99	G = 3	H = -6
CCCCCNC(=O)C(C)Sc1ccc(Cl)cc1 (stereo unspecified)
  A = 116	B = 96	C = 83	D = 109	E = 101	F = 98	G = 0	H = 4
O=C(Cc1cccs1)Nc1nc2c(s1)CCCC2
  A = 125	B = 94	C = 74	D = 105	E = 100	F = 92	G = 4	H = 3
O=C(c1cccc(C(F)(F)F)c1)c1c[nH]c(C(=O)NCC2CCCO2)c1 (stereo unspecified)
  A = 96	B = 98	C = 96	D = 109	E = 100	F = 99	G = 6	H = 6
CCCCCc1cc(=O)oc2c(C(CCN(CC)CC)c3cc(OC)c(OC)c(OC)c3)c(OC)cc(OC)c12 (stereo unspecified)
  A = 95	B = 103	C = 106	D = 95	E = 104	F = 113	G = 0	H = 0
CCCC(O)(CCN1CCOCC1)c1ccc(Br)cc1 (stereo unspecified)
  A = 99	B = 101	C = 102	D = 113	E = 101	F = 100	G = 0	H = 2
CCN(CC)CCN1C(=O)C(=O)/C(=C(/O)c2c(C)[nH]c(C(=O)OC)c2C)C1c1ccccc1OC (stereo unspecified)
  A = 95	B = 98	C = 93	D = 113	E = 98	F = 94	G = 0	H = -12
O=C(NCC1COc2ccccc2O1)C1CCN(S(=O)(=O)c2ccccc2)CC1 (stereo unspecified)
  A = 92	B = 94	C = 94	D = 99	E = 92	F = 95	G = 1	H = -1
COc1ccc(/C=N\NC(=O)COc2ccccc2Cl)cc1Cn1nc(C)cc1C
  A = 89	B = 93	C = 100	D = 95	E = 95	F = 95	G = 0	H = -6
C=CCNC(=O)Cn1nc(-c2ccccc2)ccc1=O
  A = 100	B = 96	C = 101	D = 98	E = 100	F = 98	G = 0	H = 17
Cc1sc2ncnc(N3CCC(C(=O)NNC(=O)c4ccc(Cl)cc4)CC3)c2c1C
  A = 113	B = 95	C = 100	D = 97	E = 93	F = 107	G = 0	H = 3
O=C(CCN1C(=O)C2CC=C(Cl)CC2C1=O)Nc1ccccc1O (stereo unspecified)
  A = 85	B = 86	C = 93	D = 114	E = 92	F = /	G = 0	H = 0

An excerpt from above, showing only LAP4-GFP MLPCN and GRK2 inh:
Structure | LAP4-GFP MLPCN | GRK2 inh
O=C(c1cccc(C(F)(F)F)c1)c1c[nH]c(C(=O)NCC2CCCO2)c1 (stereo unspecified) | 96 | 6
CCCCCc1cc(=O)oc2c(C(CCN(CC)CC)c3cc(OC)c(OC)c(OC)c3)c(OC)cc(OC)c12 (stereo unspecified) | 95 | 0
CCCC(O)(CCN1CCOCC1)c1ccc(Br)cc1 (stereo unspecified) | 99 | 0
CCN(CC)CCN1C(=O)C(=O)/C(=C(/O)c2c(C)[nH]c(C(=O)OC)c2C)C1c1ccccc1OC (stereo unspecified) | 95 | 0

(next part)
Short keys – A = LAP4-GFP MLPCN; B = RPL19A TOR yeast; C = CIT2 TOR yeast; D = CR mimetic SO; E = MEP2-GFP yeast; F = AGP1-GFP MLPCN; G = GRK2 inh; H = VLA-4 inh
COc1ccc(S(=O)(=O)N2CCN=C2SCc2cccnc2)cc1
  A = 88	B = 101	C = 100	D = 94	E = 98	F = 96	G = 0	H = 9
COc1cccc(CC(=O)Nc2nc(-c3ccc(F)c(F)c3)cs2)c1
  A = 121	B = 98	C = 94	D = 105	E = 104	F = 102	G = 0	H = 4
O=C(CCc1nnc2ccc(N3CCCC3)nn12)Nc1ccc(F)c(F)c1
  A = 95	B = 101	C = 98	D = 98	E = 117	F = 100	G = 2	H = 11
COc1cc2nc(C)sc2cc1SC
  A = 99	B = 101	C = 101	D = 92	E = 101	F = 102	G = 2	H = 17
Cc1ccccc1OCCCCN1CCCCC1
  A = 102	B = 105	C = 103	D = 88	E = 102	F = 105	G = 0	H = 1
Cc1cc(Cl)ccc1OCC(=O)N/N=C/c1ccncc1
  A = 93	B = 101	C = 108	D = 101	E = 97	F = 102	G = 4	H = 4
O=S1(=O)C=C(N2CCOCC2)c2ccccc21
  A = 100	B = 99	C = 95	D = 89	E = 103	F = 104	G = 5	H = 6
Cc1cc(NC(=O)C2CC(=O)OC2c2ccccc2)no1 (stereo unspecified)
  A = 109	B = 102	C = /	D = 94	E = 101	F = 104	G = 1	H = 6
CCCCCC(=O)Nc1ccc(C(=O)COC(=O)c2ccccn2)cc1
  A = 109	B = 112	C = 115	D = 100	E = 124	F = 118	G = 0	H = 10
O=c1[nH]c2cccnc2c2ccsc12
  A = 111	B = 110	C = 104	D = 89	E = 102	F = 104	G = 0	H = 14
Cc1cc(C)c(OCCOCCN2CCN(C)CC2)c(Cl)c1
  A = 95	B = 91	C = 84	D = 106	E = 98	F = 109	G = 0	H = -2
CC1=C([N+](=O)[O-])C(c2ccccc2Cl)NC(=O)N1 (stereo unspecified)
  A = 82	B = 88	C = 95	D = 91	E = 96	F = 89	G = 0	H = 1
Cc1cc(C(=O)N2CCN(S(C)(=O)=O)CC2)sc1-c1ccccc1
  A = 101	B = 100	C = 100	D = 98	E = 98	F = 94	G = 0	H = /
CC(Cc1ccccc1)NC(=S)CN1CCCC1=S (stereo unspecified)
  A = /	B = 102	C = /	D = 77	E = 100	F = /	G = 3	H = 1
COC(=O)C1CCN(C(=O)[C@H](C)NC(=O)C2CC(=O)N(c3ccc(F)cc3)C2)CC1 (stereo partly specified)
  A = 87	B = 90	C = 105	D = 93	E = 90	F = 19	G = 0	H = 10
Cc1ccc(C)c(NC(=O)[C@@H]2CCCN2S(=O)(=O)c2ccccc2F)c1
  A = 99	B = 97	C = 99	D = 96	E = 93	F = 95	G = 0	H = 7
COc1cc(OC)c2ccc(=O)oc2c1C(CC(=O)N1CCOCC1)c1ccc2c(c1)OCO2 (stereo unspecified)
  A = 92	B = 99	C = 100	D = 89	E = 103	F = 108	G = 1	H = 26
O=C(c1cc(-c2ccc(Cl)cc2)n(-c2cc(Cl)ccc2Cl)n1)N1CCOCC1
  A = 117	B = 102	C = 111	D = 95	E = 106	F = 104	G = 0	H = -14
Cc1ccc(C(=O)N2CCOCC2)cc1S(=O)(=O)N1CCOCC1
  A = 105	B = 97	C = 98	D = 90	E = 102	F = 102	G = 5	H = 3
COc1cc(C(=O)NCCOc2cc(C)cc(C)c2)cc(OC)c1OC
  A = 102	B = 100	C = 102	D = 93	E = 105	F = 103	G = 4	H = 19
CCOc1nc(NCc2ccco2)nc(Nc2ccccc2F)n1
  A = 112	B = 92	C = 82	D = 84	E = 94	F = 89	G = 0	H = 9
Cc1ccccc1NCC(=O)N/N=C\c1ccc2c(c1)OCO2
  A = 92	B = 89	C = 85	D = 88	E = 104	F = 83	G = 1	H = 25
CCn1c(SCc2c(F)cccc2Cl)nnc1-c1ccco1
  A = 119	B = 92	C = 82	D = 102	E = 97	F = 94	G = 2	H = 5
NC(=O)CC(NC(=O)c1ccccc1)C(=O)O (stereo unspecified)
  A = 100	B = 95	C = 94	D = 104	E = 96	F = 101	G = 3	H = 9
CCCCNC(=O)c1ccc2c(c1)S(=O)(=O)c1ccccc1C2=O
  A = 104	B = 112	C = 114	D = 115	E = 110	F = 97	G = 0	H = 1
Cn1nc(CC(=O)Nc2ccc(N3CCN(C(=O)OC(C)(C)C)CC3)cc2)c2ccccc2c1=O
  A = 95	B = 95	C = 91	D = 96	E = 99	F = 101	G = 1	H = 4
CCC(=O)Nc1cc(C)c(NC(=O)c2ccco2)cn1
  A = 88	B = 91	C = 89	D = 108	E = 80	F = 91	G = 5	H = 6
CCOc1ccc(S(=O)(=O)NCc2csc(C)n2)cc1
  A = 93	B = 112	C = 65	D = 95	E = 92	F = 78	G = 3	H = 12
Nc1ccc(C#Cc2c(-c3ccsc3)oc3ccc(N4CCOCC4)cc23)cc1
  A = 118	B = 94	C = 70	D = 95	E = 101	F = 77	G = 0	H = -1
CCCSc1nc2c(cnn2-c2ccc(F)cc2)c(=O)[nH]1
  A = 103	B = 100	C = 88	D = 108	E = 99	F = 97	G = 0	H = 9
CCOC(=O)c1c(C)[nH]c(C)c1C(=O)CSc1nnc(-c2ccco2)n1Cc1ccccc1
  A = 100	B = 99	C = 107	D = 99	E = 101	F = 104	G = 3	H = 6
CCc1nnc(SCC(=O)N2CCCc3ccccc32)nc1CC
  A = 99	B = 102	C = 100	D = 96	E = 105	F = 104	G = 0	H = 15
Cc1ccc(-c2nc(CS(=O)(=O)CC(=O)NC3CCCCCC3)c(C)o2)cc1
  A = 118	B = 103	C = 95	D = 106	E = 148	F = 102	G = 0	H = 3
Cc1cc(C)n2nc(SC(C)C(=O)N(C)c3ccccc3)nc2n1 (stereo unspecified)
  A = 100	B = 97	C = 97	D = 85	E = 94	F = 102	G = 0	H = -6
O=C1COc2ccc(C(=O)CSc3nnc(Cc4ccccc4)o3)cc2N1
  A = 104	B = 98	C = 97	D = 104	E = 97	F = 105	G = 0	H = 18
C=CCOC(=O)c1[nH]c2c(c1C)C(=O)CC(c1cc(OC)c(OC)c(OC)c1)C2 (stereo unspecified)
  A = 102	B = 99	C = 106	D = 104	E = 104	F = 110	G = 4	H = 22
CC(C)N(C(=O)COC(=O)c1ccc([N+](=O)[O-])cc1)c1ccccc1
  A = 99	B = 97	C = 96	D = 82	E = 97	F = 93	G = 0	H = 12

Compound profiles, from the list above.
O=C1COc2ccc(C(=O)CSc3nnc(Cc4ccccc4)o3)cc2N1 reads LAP4-GFP MLPCN: 104; RPL19A TOR yeast: 98; CIT2 TOR yeast: 97; CR mimetic SO: 104; MEP2-GFP yeast: 97; AGP1-GFP MLPCN: 105; GRK2 inh: 0; VLA-4 inh: 18
CCOC(=O)c1c(C)[nH]c(C)c1C(=O)CSc1nnc(-c2ccco2)n1Cc1ccccc1 reads LAP4-GFP MLPCN: 100; RPL19A TOR yeast: 99; CIT2 TOR yeast: 107; CR mimetic SO: 99; MEP2-GFP yeast: 101; AGP1-GFP MLPCN: 104; GRK2 inh: 3; VLA-4 inh: 6
